Screens deposited in PubChem BioAssay by several laboratories.
SKKanGAS inh: SKKanGAS growth inhibition. S. pyogenes SKKanGAS, kanamycin growth, BacTiter-Glo, 6 h. inhibition, % at 7.5 µM. 1.3% of 300,000 active;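 active = mean replicate score, as percent of positive control median, at least 50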;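 also: strain carries kanamycin resistance gene driven by streptokinase promoter and grows in 40 µg/ml kanamycin; loss of luminescence reflects streptokinase promoter inhibition or plain growth inhibition; 0% = median of DMSO wells and 100% = positive control at its reference dose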
RGS4 inh: human RGS4 inhibition. P49798. HEK293 M3R/RGS4 inducible, Fluo-4 calcium flux; active compounds read high; triggered by carbachol at its EC20. B-score at 10 µM. 0.45% of 310,000 active;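 active = B-score, a plate-corrected calcium signal, over three deviations above library mean, with baseline fluorescence within five deviations of library mean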;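 also: RGS4 expression induced by doxycycline in cells with stable M3 receptor; B-score is computed from the integrated fluorescence ratio over baseline after carbachol; higher B-score means a larger calcium signal and so more RGS4 inhibition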
Target sequence (P49798 whole entry, looked up): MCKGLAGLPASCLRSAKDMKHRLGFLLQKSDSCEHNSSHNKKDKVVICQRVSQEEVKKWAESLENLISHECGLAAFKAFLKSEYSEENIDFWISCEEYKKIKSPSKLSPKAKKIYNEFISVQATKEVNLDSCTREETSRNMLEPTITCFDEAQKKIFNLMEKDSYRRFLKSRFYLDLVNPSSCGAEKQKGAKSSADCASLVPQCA
TRPC4 inh: blocks the mouse TRPC4 cation channel; HEK293 TRPC4beta/mu-opioid, DAMGO-evoked Fluo4 calcium flux; active compounds read low; B-score at 10 µM; 0.39% of 300,000 active; AID 2247;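 active = B-score over 3 SD under the library average, no early fluorescence shift, positive overall ratio signal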
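Assay system – HEK293 line stably carrying TRPC4beta and mu-opioid receptor · Doses – single dose · Detection – Fluo4 calcium-dye fluorescence, kinetic read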
MrgX1 antag: human MrgX1 receptor antagonism, primary screen; Q96LB2; MRGX1-HEK293 calcium flux, Fluo-4, BAM8-22 antagonism; active compounds read low; B-score at 10 µM; 1.3% of 310,000 active; AID 588676;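 active = calcium-response B-score plate-corrected more than 3 library SD below zero, starting fluorescence within 5 deviations, no agonist response on first addition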;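 also: peak minus trough fluorescence over baseline after final BAM8-22 challenge near maximal dose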
Target sequence (Q96LB2 whole entry, looked up): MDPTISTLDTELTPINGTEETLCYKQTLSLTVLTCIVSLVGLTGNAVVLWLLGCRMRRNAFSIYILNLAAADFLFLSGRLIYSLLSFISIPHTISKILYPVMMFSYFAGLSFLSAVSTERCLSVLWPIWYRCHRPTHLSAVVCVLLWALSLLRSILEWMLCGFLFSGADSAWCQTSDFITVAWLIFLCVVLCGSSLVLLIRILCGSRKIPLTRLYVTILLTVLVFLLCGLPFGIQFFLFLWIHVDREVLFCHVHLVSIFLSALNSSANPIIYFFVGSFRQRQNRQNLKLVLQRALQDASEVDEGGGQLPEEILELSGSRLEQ
MrgX1 ag: activates human MrgX1 receptor signaling | Q96LB2 | MrgX1-HEK293 cells, Fluo-4 calcium fluorescence, agonist mode; active compounds read high | B-score at 10 µM | 0.44% of 310,000 active;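 active = calcium response B-score plate-corrected fluorescence ratio at least 3 library SD, with starting fluorescence B-score inside 5 SD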
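System: HEK293 cells stably expressing human MrgX1 receptor; Dosing: test compound in the initial addition of three; Schedule: overnight plating, then 30 min 37 °C plus 30 min room-temperature dye loading; Detection: kinetic calcium dye fluorescence, Fluo-4 NW; Controls: per-plate positive and negative controls for Z′ factor.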
Platelet DG rel: modulates dense granule release in human platelets. inhibition, %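 (compounds screened at 7.5 µM in platelet-rich plasma)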. 0.22% of 300,000 active. human platelet-rich plasma, SFLLRN dense granule ATP release, luminescence. AID 1663;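 active = mean replicate score, as percent of positive control, at or above 50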
HIF activator: HIF pathway transcriptional activation; U2OS HRE-luciferase reporter, luminescence; normalized: DMSO 0%, desferrioxamine 100%; activation, % at 7.5 µM (by protocol); 0.32% of 300,000 active;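 active = mean activation of at least 10% of the iron chelator positive control signal, with at least half of replicates also reaching 10%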
RGS4 act: RGS4 potentiation or activation; 0.92% of 310,000 active; B-score at 10 µM; HEK293 M3R/inducible RGS4, carbachol calcium flux Fluo4; active compounds read low;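 active = B-score of the integrated calcium signal more than 4 SD below the library mean, with starting fluorescence not abnormally high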;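 also: negative B-score means reduced calcium response which marks RGS4 activation or potentiation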
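Test system: HEK293 cells with stable M3R and inducible RGS4; also added: carbachol at ECmax as muscarinic agonist stimulus; schedule: dye loading 30 min 37 °C, buffer rest 30 min RT; technique: kinetic calcium fluorescence imaging with Fluo4-AM dye, 2 µM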
MrgX1 PAM: human MrgX1 positive allosteric modulation, primary screen; Q96LB2; MrgX1-HEK293, Fluo-4 calcium flux, FDSS; active compounds read high; B-score at 10 µM; 0.63% of 310,000 active;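 active = plate-corrected calcium response at least 3 library SD above typical, normal starting fluorescence, not activating the receptor alone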;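 also: compound read alongside a low EC10 to EC30 dose of BAM8-22 agonist; peak minus trough fluorescence over baseline measured at the second addition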
TRPC6 act: mouse TRPC6 channel activation. HEK293-TRPC6 membrane potential dye fluorescence; active compounds read high. Q61143. 0.13% of 310,000 active. AID 2550. B-score at 10 µM;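 active = B-score of the integrated fluorescence ratio above library mean plus 3 SD, and starting fluorescence ratio within library mean plus 5 SD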;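 also: higher score means more depolarization so channel activation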
TRPC6 inh: blocks the mouse TRPC6 cation channel. Q61143. HEK293-TRPC6, membrane potential dye, ACh-evoked depolarization; active compounds read low. B-score at 10 µM. 1.1% of 310,000 active. AID 2553;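 active = B-score under library mean minus 3 SD, initial fluorescence not abnormally high, positive integrated signal ratio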;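 also: B-score derived from integrated fluorescence ratio over the kinetic read; more negative B-score means stronger inhibition of depolarization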
Numbers without * were called inactive. Hits appear at their usual frequency. About 6.1% of those tested had a hit in this group.

Results for O=C(CCc1ccccc1)Nc1ccc(F)c([N+](=O)[O-])c1 ?
SKKanGAS inh: 1; RGS4 inh: inactive; TRPC4 inh: inactive; MrgX1 antag: inactive; MrgX1 ag: inactive; Platelet DG rel: -1; HIF activator: 0.0; RGS4 act: inactive; MrgX1 PAM: inactive; TRPC6 act: inactive; TRPC6 inh: inactive

How did CC(=O)N1CCn2c3ccc(C)cc3c3cccc1c32 do in these assays?
SKKanGAS inh: 1; RGS4 inh: inactive; TRPC4 inh: inactive; MrgX1 antag: inactive; MrgX1 ag: inactive; Platelet DG rel: 1; HIF activator: 5.2; RGS4 act: inactive; MrgX1 PAM: inactive; TRPC6 act: inactive; TRPC6 inh: inactive

Results for CCN1CCN(c2ccc(S(=O)(=O)N3CCOCC3)cc2NC(=O)COc2ccc(F)cc2Cl)CC1 ?
SKKanGAS inh: 8; RGS4 inh: inactive; TRPC4 inh: inactive; MrgX1 antag: inactive; MrgX1 ag: inactive; Platelet DG rel: -10; HIF activator: -23; RGS4 act: inactive; MrgX1 PAM: inactive; TRPC6 act: inactive; TRPC6 inh: inactive

What do the screens show for `Cc1cccc(C(=O)Nc2ccc(C(=O)N/N=C/c3cccc(C)n3)cc2)c1`?
SKKanGAS inh: 2; RGS4 inh: inactive; TRPC4 inh: inactive; MrgX1 antag: inactive; MrgX1 ag: inactive; Platelet DG rel: 12; HIF activator: 0.6; RGS4 act: inactive; MrgX1 PAM: inactive; TRPC6 act: inactive; TRPC6 inh: inactive

What do the screens show for `CC(C)Oc1ccc(/C=C(/NC(=O)c2ccccc2)C(=O)NCCC(=O)O)cc1`?
SKKanGAS inh: -6; RGS4 inh: inactive; TRPC4 inh: inactive; MrgX1 antag: inactive; MrgX1 ag: inactive; Platelet DG rel: -1; HIF activator: -0.3; RGS4 act: inactive; MrgX1 PAM: inactive; TRPC6 act: inactive; TRPC6 inh: inactive

Results for CCc1nnc(NC(=O)c2cc(-c3ccccn3)nc3ccccc23)s1 ?
SKKanGAS inh: 19; RGS4 inh: inactive; TRPC4 inh: inactive; MrgX1 antag: inactive; MrgX1 ag: inactive; Platelet DG rel: -4; HIF activator: -0.5; RGS4 act: inactive; MrgX1 PAM: inactive; TRPC6 act: inactive; TRPC6 inh: inactive

Results for O=C(N1CCCC1)C(F)(F)Oc1ccc(F)cc1 ?
SKKanGAS inh: -1; RGS4 inh: inactive; TRPC4 inh: inactive; MrgX1 antag: inactive; MrgX1 ag: inactive; Platelet DG rel: 9; HIF activator: 0.5; RGS4 act: inactive; MrgX1 PAM: inactive; TRPC6 act: inactive; TRPC6 inh: inactive

How did CCCCN(CCCC)CCNC(=O)CN1C(=O)CSc2ccc(S(=O)(=O)N3CCOCC3)cc21 do in these assays?
SKKanGAS inh: 0; RGS4 inh: inactive; TRPC4 inh: inactive; MrgX1 antag: inactive; MrgX1 ag: inactive; Platelet DG rel: 7; HIF activator: 0.7; RGS4 act: inactive; MrgX1 PAM: inactive; TRPC6 act: inactive; TRPC6 inh: inactive

What do the screens show for `COc1ccc(N(CC(=O)NCc2cccnc2)S(=O)(=O)c2ccccc2)c(OC)c1`?
SKKanGAS inh: -2; RGS4 inh: inactive; TRPC4 inh: inactive; MrgX1 antag: inactive; MrgX1 ag: inactive; Platelet DG rel: 9; HIF activator: -0.2; RGS4 act: inactive; MrgX1 PAM: inactive; TRPC6 act: inactive; TRPC6 inh: inactive

Results for CC(OC(=O)c1cc(S(=O)(=O)N(C)c2ccccc2)ccc1Cl)C(=O)Nc1ccc2c(c1)OCCO2 (stereo not drawn) ?
SKKanGAS inh: -2; RGS4 inh: inactive; TRPC4 inh: inactive; MrgX1 antag: inactive; MrgX1 ag: inactive; Platelet DG rel: -4; HIF activator: -0.4; RGS4 act: inactive; MrgX1 PAM: inactive; TRPC6 act: inactive; TRPC6 inh: inactive

How did CCC(=O)Nc1cccc(C(=O)OC)c1 do in these assays?
SKKanGAS inh: -4; RGS4 inh: inactive; TRPC4 inh: inactive; MrgX1 antag: inactive; MrgX1 ag: inactive; Platelet DG rel: 0; HIF activator: -0.4; RGS4 act: inactive; MrgX1 PAM: inactive; TRPC6 act: inactive; TRPC6 inh: inactive

Results for Cc1cc(C)n(S(=O)(=O)c2cc(Cl)ccc2Cl)n1 ?
SKKanGAS inh: -14; RGS4 inh: inactive; TRPC4 inh: inactive; MrgX1 antag: inactive; MrgX1 ag: inactive; Platelet DG rel: 2; HIF activator: -0.9; RGS4 act: inactive; MrgX1 PAM: inactive; TRPC6 act: inactive; TRPC6 inh: inactive

How did Cc1ccc(S(=O)(=O)N2CCOC2CNC(=O)C(=O)NCC(C)C)cc1 (stereo not drawn) do in these assays?
SKKanGAS inh: -4; RGS4 inh: inactive; TRPC4 inh: inactive; MrgX1 antag: inactive; MrgX1 ag: inactive; Platelet DG rel: -14; HIF activator: -0.3; RGS4 act: inactive; MrgX1 PAM: inactive; TRPC6 act: inactive; TRPC6 inh: inactive

How did CCn1c(=N)n(CC(O)COc2cccc(C)c2)c2ccccc21 (stereo not drawn) do in these assays?
SKKanGAS inh: 9; RGS4 inh: inactive; TRPC4 inh: inactive; MrgX1 antag: inactive; MrgX1 ag: inactive; Platelet DG rel: 2; HIF activator: 0.3; RGS4 act: inactive; MrgX1 PAM: inactive; TRPC6 act: inactive; TRPC6 inh: inactive

Results for Cc1n[nH]c(=O)c2c(NC(=O)CSc3nc4ccccc4c(=O)n3CCCOC(C)C)oc(C)c12 ?
SKKanGAS inh: 20; RGS4 inh: inactive; TRPC4 inh: inactive; MrgX1 antag: inactive; MrgX1 ag: inactive; Platelet DG rel: 3; HIF activator: 0.3; RGS4 act: inactive; MrgX1 PAM: inactive; TRPC6 act: inactive; TRPC6 inh: inactive

What do the screens show for `Cc1ccccc1CNC(=O)CN(c1ccccc1Cl)S(C)(=O)=O`?
SKKanGAS inh: -15; RGS4 inh: inactive; TRPC4 inh: inactive; MrgX1 antag: inactive; MrgX1 ag: inactive; Platelet DG rel: 2; HIF activator: 3.0; RGS4 act: inactive; MrgX1 PAM: inactive; TRPC6 act: inactive; TRPC6 inh: inactive

What do the screens show for `NC(=O)c1ccc(C(F)(F)F)n(Cc2cccc(Cl)c2)c1=O`?
SKKanGAS inh: -4; RGS4 inh: inactive; TRPC4 inh: inactive; MrgX1 antag: inactive; MrgX1 ag: inactive; Platelet DG rel: 0; HIF activator: -0.6; RGS4 act: inactive; MrgX1 PAM: inactive; TRPC6 act: inactive; TRPC6 inh: inactive

What do the screens show for `CC(=O)c1ccc(N2CCN(C(=O)c3ccc4c(c3)OCO4)CC2)cc1`?
SKKanGAS inh: -10; RGS4 inh: inactive; TRPC4 inh: inactive; MrgX1 antag: inactive; MrgX1 ag: inactive; Platelet DG rel: -8; HIF activator: 0.0; RGS4 act: inactive; MrgX1 PAM: inactive; TRPC6 act: inactive; TRPC6 inh: inactive

What do the screens show for `COc1ccc(NC(C)=O)cc1NC(=O)CSc1nnc(-c2ccncc2)n1C`?
SKKanGAS inh: 1; RGS4 inh: inactive; TRPC4 inh: inactive; MrgX1 antag: inactive; MrgX1 ag: inactive; Platelet DG rel: 0; HIF activator: 1.0; RGS4 act: inactive; MrgX1 PAM: inactive; TRPC6 act: inactive; TRPC6 inh: inactive

What do the screens show for `CCCNC1CCS(=O)(=O)C1` (stereo not drawn)?
SKKanGAS inh: 2; RGS4 inh: inactive; TRPC4 inh: inactive; MrgX1 antag: inactive; MrgX1 ag: inactive; Platelet DG rel: 4; HIF activator: 2.3; RGS4 act: inactive; MrgX1 PAM: inactive; TRPC6 act: inactive; TRPC6 inh: inactive

How did CC1CCCCN1C(=O)Cn1cnc2c1c(=O)n(C)c(=O)n2C (stereo not drawn) do in these assays?
SKKanGAS inh: 3; RGS4 inh: inactive; TRPC4 inh: inactive; MrgX1 antag: inactive; MrgX1 ag: inactive; Platelet DG rel: -5; HIF activator: -0.2; RGS4 act: inactive; MrgX1 PAM: inactive; TRPC6 act: inactive; TRPC6 inh: inactive

How did O=C(C1CCCN(S(=O)(=O)c2ccccc2)C1)N1CCCCCC1 (stereo not drawn) do in these assays?
SKKanGAS inh: 1; RGS4 inh: inactive; TRPC4 inh: inactive; MrgX1 antag: inactive; MrgX1 ag: inactive; Platelet DG rel: 8; HIF activator: 1.4; RGS4 act: inactive; MrgX1 PAM: inactive; TRPC6 act: inactive; TRPC6 inh: inactive

Results for NNS(=O)(=O)c1ccc(N2CCCC2=O)c([N+](=O)[O-])c1 ?
SKKanGAS inh: -1; RGS4 inh: inactive; TRPC4 inh: inactive; MrgX1 antag: inactive; MrgX1 ag: inactive; Platelet DG rel: -3; HIF activator: -0.1; RGS4 act: inactive; MrgX1 PAM: inactive; TRPC6 act: inactive; TRPC6 inh: inactive

Results for CC1(C)C2CC=C(/C=N/n3cnnc3)C1C2 (stereo not drawn) ?
SKKanGAS inh: -6; RGS4 inh: inactive; TRPC4 inh: inactive; MrgX1 antag: inactive; MrgX1 ag: inactive; Platelet DG rel: 0; HIF activator: -0.1; RGS4 act: inactive; MrgX1 PAM: inactive; TRPC6 act: inactive; TRPC6 inh: inactive

What do the screens show for `CC(=O)c1ccc(NC(=O)c2cc3ccccc3o2)cc1`?
SKKanGAS inh: -3; RGS4 inh: inactive; TRPC4 inh: inactive; MrgX1 antag: inactive; MrgX1 ag: inactive; Platelet DG rel: 0; HIF activator: 1.4; RGS4 act: inactive; MrgX1 PAM: inactive; TRPC6 act: inactive; TRPC6 inh: inactive

How did N#Cc1ccccc1S(=O)(=O)N1CCN(c2cnccn2)CC1 do in these assays?
SKKanGAS inh: -5; RGS4 inh: inactive; TRPC4 inh: inactive; MrgX1 antag: inactive; MrgX1 ag: inactive; Platelet DG rel: 1; HIF activator: 68*; RGS4 act: inactive; MrgX1 PAM: inactive; TRPC6 act: inactive; TRPC6 inh: inactive

Retrieved one by one from above (2):
Results for NNS(=O)(=O)c1ccc(N2CCCC2=O)c([N+](=O)[O-])c1 ?
SKKanGAS inh: -1; RGS4 inh: inactive; TRPC4 inh: inactive; MrgX1 antag: inactive; MrgX1 ag: inactive; Platelet DG rel: -3; HIF activator: -0.1; RGS4 act: inactive; MrgX1 PAM: inactive; TRPC6 act: inactive; TRPC6 inh: inactive

How did O=C(C1CCCN(S(=O)(=O)c2ccccc2)C1)N1CCCCCC1 (stereo not drawn) do in these assays?
SKKanGAS inh: 1; RGS4 inh: inactive; TRPC4 inh: inactive; MrgX1 antag: inactive; MrgX1 ag: inactive; Platelet DG rel: 8; HIF activator: 1.4; RGS4 act: inactive; MrgX1 PAM: inactive; TRPC6 act: inactive; TRPC6 inh: inactive
